Source: PubChem BioAssay (The Scripps Research Institute Molecular Screening Center)
M4 PAM: potentiates acetylcholine response at human M4 receptor; CHO-K1 hM4/Gqi5, Fluo-8 calcium fluorescence, ACh EC20; 0% = ACh EC20, 100% = maximal ACh; activation, % at 3 µM; hit rate 0.4% among 360,000; AID 624126;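 active = activation above its plate's cutoff, the mean activation of sample wells plus 3 SD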; also: some results filed as inactive read as strong as hits
Target sequence (P08173 whole entry, looked up): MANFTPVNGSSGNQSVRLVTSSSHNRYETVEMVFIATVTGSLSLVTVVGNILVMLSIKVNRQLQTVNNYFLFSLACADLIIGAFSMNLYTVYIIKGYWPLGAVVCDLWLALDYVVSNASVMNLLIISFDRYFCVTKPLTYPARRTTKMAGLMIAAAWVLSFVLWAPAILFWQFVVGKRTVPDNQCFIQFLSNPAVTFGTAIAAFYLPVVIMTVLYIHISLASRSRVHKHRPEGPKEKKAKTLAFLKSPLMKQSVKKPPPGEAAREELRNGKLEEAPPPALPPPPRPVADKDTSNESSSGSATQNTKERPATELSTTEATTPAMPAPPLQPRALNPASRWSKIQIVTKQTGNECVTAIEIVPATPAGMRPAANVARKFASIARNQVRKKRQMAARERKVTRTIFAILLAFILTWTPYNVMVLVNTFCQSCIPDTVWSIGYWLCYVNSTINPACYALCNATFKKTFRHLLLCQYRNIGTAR
GalR3 antagonist: antagonists of human GalR3 | HEK293 GalR3-CNG cAMP membrane potential fluorescence; galR3 body fused to GalR1 C-terminus | inhibition, % at 3 µM | hit rate 0.44% among 360,000 | AID 651719;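 active = inhibition above the screen-wide average plus 3 SD, cut at about 13% in these data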;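 also: forskolin and galanin both at EC90 stimulate the cells; cAMP rise reported by CNG channel membrane potential dye signal; 0% = forskolin plus galanin with DMSO and 100% = forskolin alone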
Target sequence (O60755 1-299 limits assumed): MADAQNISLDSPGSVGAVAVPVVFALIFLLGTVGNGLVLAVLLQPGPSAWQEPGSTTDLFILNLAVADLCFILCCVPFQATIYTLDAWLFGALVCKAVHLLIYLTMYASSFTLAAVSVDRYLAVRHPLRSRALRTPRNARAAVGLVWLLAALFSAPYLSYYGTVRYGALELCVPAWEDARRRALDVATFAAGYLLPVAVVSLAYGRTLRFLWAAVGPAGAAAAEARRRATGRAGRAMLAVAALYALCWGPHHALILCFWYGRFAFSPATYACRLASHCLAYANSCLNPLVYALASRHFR
Active calls of the source: *. This is a subset, so the mix of outcomes need not match the whole.

Results follow in this order: M4 PAM, GalR3 antagonist
- CCN(CC)C(=O)C1CCCN(Cc2cccc(Cl)c2)C1 (stereo unspecified)
  9, -3
- CC1(Cc2ccc(Cl)c(Cl)c2)C(=O)Nc2ccc(S(=O)(=O)NC3CCCCC3)cc21 (stereo unspecified)
  -3, -9
- CCc1nc2c(OCc3ccc(OC)cc3)cccn2c1N(C)C(=O)c1ccncc1
  5, -3
- CCc1cnc(Nc2nc(C(N)c3ccccc3Cl)cs2)nc1 (stereo unspecified)
  3, -1
- OC(c1ccccc1)c1nc(-c2cccc3cccnc23)cs1 (stereo unspecified)
  -1, -2
- Nc1nc(=O)n(C2CCC(CO)O2)cc1F (stereo unspecified)
  15, 0
- CCCS(=O)(=O)NC(=O)C1(C)CCCN(C(=O)c2cccc3ccccc23)C1 (stereo unspecified)
  0, -3
- COc1ccc(-c2ccc(C(=O)Nc3ccc(C(C)C)cc3)c3occc23)c(C)c1
  4, -5
- Cc1ccccc1CN1C(=O)CSCC1(C)C(=O)NCc1ccccc1 (stereo unspecified)
  3, -5
- CCOC1=C2CN(S(=O)(=O)c3ccc(C)cc3)[C@H](c3ccccc3)C[C@@H]2N(S(=O)(=O)c2ccc(Br)cc2)[C@H](c2ccccc2)C1
  4, -6
- CC(C)(C)C(=O)c1c(N)[nH]c(C(=O)c2ccccc2)c1-c1ccccc1Br
  6, -6
- COCCNC(=O)c1cc2c(c(-c3cccc(-c4cccc(OC)c4)c3)n1)[C@H](CCO)N(S(=O)C(C)(C)C)C2 (stereo partly specified)
  6, -2
- Cc1cc(C(=O)N2CCC2(C)C(=O)Nc2cccc3c2CCCC3)nn1C (stereo unspecified)
  1, -4
- C=C1C(=O)[C@]23C[C@H]1CC[C@H]2[C@]1(C)[C@@H](OC(C)=O)CC[C@@](C)(C(=O)O)[C@H]1C[C@@H]3O
  -4, -2
- COC[C@@H]1CCCN1c1ccc2c(c1)O[C@@H](COCc1ccccc1)CN([C@H](C)c1ccccc1)S2(=O)=O
  11, -1
- COC(=O)c1ccc(N2C(c3cc(OC)cc(OC)c3)=Cc3ccc(-c4cnc(OC)nc4)cc3C2CC(=O)C2CC2)cc1 (stereo unspecified)
  0, -4
- COC(=O)c1cnc(Nc2nc(CN)cs2)nc1C(F)(F)F
  1, -7
- CC1(C(=O)NS(=O)(=O)c2ccccc2)CCN1C(=O)c1cccc2ccccc12 (stereo unspecified)
  3, -6
- O=C(NC(c1ccc2c(c1)OCO2)c1ccccn1)C1CCN(CCOc2ccccc2)CC1 (stereo unspecified)
  -2, -8
- Oc1cccc(-c2ccc3nccn3c2)c1
  5, -3

Nothing new here: entries from further up.
Results follow in this order: M4 PAM, GalR3 antagonist
- CCN(CC)C(=O)C1CCCN(Cc2cccc(Cl)c2)C1 (stereo unspecified)
  9, -3
- CC1(Cc2ccc(Cl)c(Cl)c2)C(=O)Nc2ccc(S(=O)(=O)NC3CCCCC3)cc21 (stereo unspecified)
  -3, -9

Carrying on.
Results follow in this order: M4 PAM, GalR3 antagonist
- COC(=O)c1ccc2nc(-c3cccc(Br)c3)c(Cc3ccccc3C(F)(F)F)n2c1
  5, -4
- CC(C)(C)OC(=O)Nc1ccccc1-n1nnnc1C(C(=O)c1ccc(F)cc1)N1CCOCC1 (stereo unspecified)
  -1, -1
- CCOC1=C2[C@H](c3ccc(Cl)cc3)N(S(=O)(=O)c3ccc(C)cc3)C[C@H]2n2c(=O)n(-c3ccccc3)c(=O)n2C1
  -1, -5
- CCNC(=O)C1CCCN(C(=O)c2cc(F)cc(F)c2)CC1 (stereo unspecified)
  1, -6
- CC(=O)NC(c1ccc(F)c(F)c1)c1nc(-c2cccc(C(C)C)c2)cs1 (stereo unspecified)
  -4, -5
- Cc1c(C(=O)NCc2ccccc2C(F)(F)F)sc(=O)n1Cc1ccc2c(c1)OCO2
  1, 0
- Cc1cccc(-c2noc(-c3csc([C@@H]4C[C@H](O)[C@@H](CO)O4)n3)n2)c1
  8, -4
- CC1(C(=O)O)CCN1C(=O)c1cccnc1Oc1ccccc1 (stereo unspecified)
  0, -2
- CC(C)c1ccc(CNC(=O)C2(C)CCCN2C)cc1 (stereo unspecified)
  4, -8
- CC(=O)Nc1ccc(-c2ccnc3c2CC(C(=O)NCc2ccc(N4CCN(C)CC4)cc2)O3)cc1 (stereo unspecified)
  7, -6
- CCOc1ccc(-c2cncc3nccn23)cc1
  -5, -6
- C[C@@H]1CCCN1[C@H]1CS(=O)(=O)N[C@@H]1COCc1ccccc1
  -9, 0
- CCCCNC(=O)C(NC(=O)Cc1cc(OC)cc(OC)c1)C(=O)c1ccccc1 (stereo unspecified)
  2, -5
- Cn1nc(C(C)(C)C)cc1NC(=O)C1(C)CCN1C(=O)c1ccccc1CCc1ccccc1 (stereo unspecified)
  1, -2
- CC(C)C[C@@H]1CC2=C(C(=O)OC(C)(C)O2)[C@H](CCc2ccccc2)O1
  2, -8
- CCCc1cnc(Nc2nc(C(N)Cc3ccc(C(F)(F)F)cc3)cs2)nc1 (stereo unspecified)
  10, -3
- O=c1c(-c2ccco2)nc2ccccc2n1C(c1ccccn1)c1nc2ccccc2[nH]1 (stereo unspecified)
  10, 0
- CN(C)CCCNc1nc2cc(-c3ccc(F)cc3)sc2c(=O)n1C
  4, -8
- CCC(CC)C(=O)N(C)c1c(C)nc2c(OCc3ccc(OC(F)F)cc3)cccn12
  1, -6
- OC(c1ccc(F)cc1)c1nc(-c2cncnc2)cs1 (stereo unspecified)
  5, -2

Sorted by the number under M4 PAM (lowest first): some entries from above.
Results follow in this order: M4 PAM, GalR3 antagonist
- C[C@@H]1CCCN1[C@H]1CS(=O)(=O)N[C@@H]1COCc1ccccc1
  -9, 0
- CC(C)(C)OC(=O)Nc1ccccc1-n1nnnc1C(C(=O)c1ccc(F)cc1)N1CCOCC1 (stereo unspecified)
  -1, -1
- CCNC(=O)C1CCCN(C(=O)c2cc(F)cc(F)c2)CC1 (stereo unspecified)
  1, -6
- CCCCNC(=O)C(NC(=O)Cc1cc(OC)cc(OC)c1)C(=O)c1ccccc1 (stereo unspecified)
  2, -5
- CN(C)CCCNc1nc2cc(-c3ccc(F)cc3)sc2c(=O)n1C
  4, -8
- OC(c1ccc(F)cc1)c1nc(-c2cncnc2)cs1 (stereo unspecified)
  5, -2

Remaining list, next part
Results follow in this order: M4 PAM, GalR3 antagonist
- CC(=O)Nc1ccc(NC(=O)C2(C)Cc3c(-c4ccc5c(c4)OCO5)ccnc3O2)cc1 (stereo unspecified)
  3, -5
- CCc1nc2c(OCCOc3ccc(F)cc3)cccn2c1N(C=O)Cc1ccccc1
  -2, -6
- COc1ccc(C(C)=O)cc1CC1(C)C(=O)Nc2ccc(-c3ccccc3OC)cc21 (stereo unspecified)
  -3, -9
- Cc1ccc(S(=O)(=O)N2C3CC(c4ccccc4)N(S(=O)(=O)c4cccc(Cl)c4)CC3C(=O)C[C@H]2c2ccccc2)cc1 (stereo partly specified)
  5, -6
- O=C1c2ccccc2C(c2nnnn2-c2ccc3c(c2)OCCO3)N1Cc1ccc2c(c1)OCO2 (stereo unspecified)
  3, -5
- Cc1ccc(-c2cnc(C(O)c3c(C)cccc3C)[nH]2)cc1 (stereo unspecified)
  0, -5
- CC(C)(C)NC(=O)C(CCc1ccccc1)n1c(=O)c(-c2cc3ccccc3[nH]2)nc2ccccc21 (stereo unspecified)
  -4, -2
- CC1(C(=O)NS(=O)(=O)c2ccccc2)CCN1C(=O)CCc1ccccc1 (stereo unspecified)
  2, -5
- CNc1cncc(-c2ccc(S(C)(=O)=O)cc2)n1
  2, -5
- CN(C)c1ccc(CN2CCC(C(=O)NC(c3ccc(F)cc3)c3ccc4ccccc4n3)CC2)cc1 (stereo unspecified)
  -7, 1
- COCCCNC(=O)c1csc([C@@H]2O[C@H](CO)[C@H](O)[C@H](O)[C@H]2O)n1
  2, -8
- Cc1cccc(CN2CCN(C3CN(Cc4ccccc4)S(=O)(=O)C3)CC2)c1 (stereo unspecified)
  3, -5
- CCN(CC)c1ncnc2c1ncn2[C@H]1CN(C2CCCC2)C[C@@H](CO)O1
  4, -2
- CCc1nc2ccc(C(=O)NCc3ccc4c(c3)OCO4)cn2c1N(CCC(C)C)CCN(C)C
  -5, -10
- COCCNC(=O)C1C(=O)Nc2ccccc2C(=O)N1Cc1ccccc1 (stereo unspecified)
  2, -7
- O=c1ccn([C@@H]2O[C@H](CNCc3c(OCc4ccccc4F)ccc4ccccc34)[C@@H](O)[C@H]2O)c(=O)[nH]1
  4, -8
- CC(C)C[C@H]1COc2cc(N3CCC[C@@H]3CO)ccc2S(=O)(=O)N1
  11, -5
- COc1ccccc1NC(=O)Nc1nc(C(N)CC(C)C)cs1 (stereo unspecified)
  -4, -7
- Brc1cccc(-c2nc3c4ccccc4ccn3c2Cc2ccccc2)c1
  -8, -5
- CCc1nc2ccc(C(=O)N3CCN(S(=O)(=O)CC)CC3)cn2c1N(C=O)Cc1ccc(OC)cc1
  -6, -7
- CCOC(=O)[C@]12CCCC=C1N(CCC1=CCCCC1)C(=O)[C@H](CC(=O)NCCCN1CCCC1=O)C2
  14, -6
- CCCCCCCCN1C(=O)[C@H](CC(=O)N2CCSCC2)C[C@@]2(C(=O)OC)CCCCC=C12
  -15, -7
- CCCOc1ccc(F)cc1-c1cc(C(=O)NC2CCCCC2)[nH]n1
  -7, -3
- COc1cc(OC)cc(C2=Cc3ccc(OC)cc3C(CC(C)=O)N2c2ccc(-c3cncnc3)cc2)c1 (stereo unspecified)
  4, -6
- OC[C@@H]1CN(CCN2CCOCC2)C[C@H](n2cnc3c(N4CCOCC4)ncnc32)O1
  -1, -6
- COc1ccc(-c2cc(C(=O)Nc3ccc(OC)c(OC)c3)[nH]n2)c(C)c1
  -5, -8
- COc1ccccc1-c1csc(C(C)(NC(C)=O)c2ccccc2)n1 (stereo unspecified)
  0, -2
- COc1ccc(C2=Nc3ccccc3N(C(=O)c3cc(Cl)cc(Cl)c3)C2C(=O)NCc2ccccc2)cc1 (stereo unspecified)
  -1, -7
- Cc1ccc(F)c(S(=O)(=O)NC(=O)C2(C)CCN2C(=O)Cc2ccsc2)c1 (stereo unspecified)
  4, 1
- COCCNc1nc(NCc2cccs2)nc2ccsc12
  -16, -10
- Cc1ccc(S(=O)(=O)N2C[C@H]3C(=O)C[C@@H](c4ccccc4)N(S(=O)(=O)c4ccc(C)cc4)[C@H]3C[C@H]2c2ccccc2F)cc1
  -7, -6
- COc1cccc(C(NC(C)=O)c2nc(-c3ccccc3)cs2)c1 (stereo unspecified)
  2, -5
- CCOC(=O)C1(C)CCCN(C(=O)c2ccc(N(C)C)cc2)C1 (stereo unspecified)
  1, -7
- CCOC(=O)C1(C)CCN1C(=O)c1ccc(N(C)C)cc1 (stereo unspecified)
  5, -3
- CCc1nc2c(OCCc3cccc(OC)c3)cccn2c1N(C=O)Cc1ccc(OC)cc1
  -3, -6
- Cc1ccc(NC(=O)C2c3ccccc3-c3ccccc32)cc1
  13, 0
- CCCCOCCCNC(=O)C[C@@H]1C[C@@]2(C(=O)OCC)CCC=C2N(Cc2ccc3c(c2)OCO3)C1=O
  10, -6
- O=CNc1cc(-c2ccccc2)cn2c(-c3ccc(F)c(Cl)c3)cnc12
  4, 1
- CCC(=O)N1Cc2cc(C(=O)NCC(F)(F)F)nc(-c3cccc(-c4cncnc4)c3)c2[C@H]1CCO
  -1, -1
- OC(c1ccc(F)cc1)c1ncc(-c2ccc(Oc3ccccc3)cc2)[nH]1 (stereo unspecified)
  -4, -7
- CCN(CC)c1ncnc2c1ncn2[C@H]1CN(Cc2ccncc2)C[C@@H](CO)O1
  1, -7
